Screening data deposited in PubChem BioAssay by several laboratories.
NS3 helicase inh: blocks Hepatitis C virus NS3 helicase unwinding. inhibition, % at 10.9 µM. 0.56% of 290,000 active. AID 1800. NS3 helicase DNA unwinding, Cy5 molecular beacon fluorescence;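 active = inhibition above the mean of all tested compounds plus 3 SD, set per campaign, cut at about 35% in these data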;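 note: 0% = DMSO wells and 100% = thioflavine S control wells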
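Assay system – hepatitis C virus NS3 helicase domain fragment enzyme · Buffer or medium – MOPS pH 6.5, MgCl2, DTT, Tween20, BSA · Reagent – Cy5/quencher beacon DNA duplex and ATP to start · Compound – single 10.9 µM dose · Timing – 1 h at 25 °C · Technique – Cy5 beacon fluorescence read at start and 1 h · Measure – % inhibition of unwinding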
MEKK2mut PB1 HTS: signal of MEK5 binding to mutant human MEKK2 PB1 domain | bead flow cytometry, Alexa488-MEK5 binding to MEKK2 mutant | percent response, % at 10 µM | 0.35% of 290,000 active | AID 1530; in the data active = percent response above about 24%, passing the limit was not always enough; note: inactives centre near 1; some results filed as inactive read as strong as hits; reference of the scale not given here
DNA FID counter: counter-screen for HCV NS3 helicase inhibitors: DNA intercalator displacement; DNA fluorescent intercalator displacement, fluorescence; inhibition, % at 7.9 µM; 0.17% of 290,000 active; in the data active = inhibition above about 37%;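 note: 0% = vehicle and 100% = reference compound; higher means more ethidium bromide displaced from hairpin DNA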
CRFR2-BP antag: blocks CRF-induced signaling of the CRF-BP/CRF-R2 complex | AID 588475 | inhibition, % at 11.8 µM | HEK293 CRF-R2/CRF-BP, CRF-induced calcium fluorescence | 0.59% of 350,000 active;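 active = inhibition of the ligand-induced calcium signal above about 50% at the single tested concentration, limit read from the data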
CRFBP-R2 agonist: CRF-BP/CRF-R2 complex agonism; 0.46% of 350,000 active; activation, % at 13.2 µM; HEK293 CRF-R2/CRF-BP, calcium dye fluorescence (FLIPR); percent of saturating CRF peptide response;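 active = activation of at least 50%, plus an integration ratio under a set limit after plate pattern correction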;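 note: plate controls were neutral control wells without compound for no effect and CRF at EC100 for full effect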
SUMO HTRF inh: SUMOylation inhibition; 0.36% of 290,000 active; HTRF SUMOylation assay, SAE1/SAE2 + UBC9, in vitro; inhibition, % at 35 µM; in the data active = inhibition above about 50%, passing the limit was not always enough; note: strong numbers were not always called active
Target sequence (P63279 whole entry, looked up): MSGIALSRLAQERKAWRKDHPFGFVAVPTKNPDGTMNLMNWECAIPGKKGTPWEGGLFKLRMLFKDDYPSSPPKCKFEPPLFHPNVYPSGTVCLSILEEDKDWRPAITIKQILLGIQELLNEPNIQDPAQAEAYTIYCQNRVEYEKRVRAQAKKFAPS
MEKK2 WT-MEK5: raises or lowers MEK5 binding to wildtype human MEKK2 PB1 domain. 1.1% of 290,000 active. Q9Y2U5. bead flow cytometry, Alexa488-MEK5 binding to MEKK2 WT; actives lie on both sides. binding response (% of control), % at 10 µM; in the data active = binding response below about 67% or above about 130%
MEKK3 PB1 HTS: raises or lowers MEK5 binding to the human MEKK3 PB1 domain. bead-based flow cytometry, Alexa488-MEK5 binding to MEKK3; actives lie on both sides; 0 = blocked by unlabeled MEK5, 100 = vehicle. binding response (% of control), % at 10 µM. Q99759. 1.4% of 290,000 active;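 active = binding response more than 3 SD above or below the average of its plate-row segment, actives on both sides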;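 note: Alexa488 bead fluorescence after subtracting the streptavidin-only scavenger bead signal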
Target sequence (Q99759 whole entry, looked up, the tested form may be a part): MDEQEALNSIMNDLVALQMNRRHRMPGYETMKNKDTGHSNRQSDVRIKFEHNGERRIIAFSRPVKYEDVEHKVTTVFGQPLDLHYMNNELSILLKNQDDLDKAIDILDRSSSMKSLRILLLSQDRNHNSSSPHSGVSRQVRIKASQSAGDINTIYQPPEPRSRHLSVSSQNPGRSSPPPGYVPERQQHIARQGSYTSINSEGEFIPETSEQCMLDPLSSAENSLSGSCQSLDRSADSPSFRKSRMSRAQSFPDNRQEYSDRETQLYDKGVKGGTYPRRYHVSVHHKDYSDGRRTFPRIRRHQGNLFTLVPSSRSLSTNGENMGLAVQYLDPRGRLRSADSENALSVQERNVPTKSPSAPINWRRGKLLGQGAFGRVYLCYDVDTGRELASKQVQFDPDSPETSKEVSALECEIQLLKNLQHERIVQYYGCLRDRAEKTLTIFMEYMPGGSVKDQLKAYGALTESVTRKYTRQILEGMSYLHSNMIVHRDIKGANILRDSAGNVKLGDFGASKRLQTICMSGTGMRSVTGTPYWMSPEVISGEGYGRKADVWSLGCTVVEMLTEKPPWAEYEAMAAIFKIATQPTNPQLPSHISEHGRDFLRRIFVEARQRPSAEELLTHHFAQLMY
GalR3 antag: blocks the human galanin receptor 3; inhibition, % at 3 µM; O60755; 0.44% of 360,000 active; HEK293 GalR3-CNG cAMP membrane potential fluorescence; galR3 body fused to GalR1 C-terminus;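 active = inhibition above the screen-wide average plus 3 SD, cut at about 13% in these data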;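 note: forskolin and galanin both at EC90 stimulate the cells; cAMP rise reported by CNG channel membrane potential dye signal; 0% = forskolin plus galanin with DMSO and 100% = forskolin alone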
Target sequence (O60755 1-299 limits assumed): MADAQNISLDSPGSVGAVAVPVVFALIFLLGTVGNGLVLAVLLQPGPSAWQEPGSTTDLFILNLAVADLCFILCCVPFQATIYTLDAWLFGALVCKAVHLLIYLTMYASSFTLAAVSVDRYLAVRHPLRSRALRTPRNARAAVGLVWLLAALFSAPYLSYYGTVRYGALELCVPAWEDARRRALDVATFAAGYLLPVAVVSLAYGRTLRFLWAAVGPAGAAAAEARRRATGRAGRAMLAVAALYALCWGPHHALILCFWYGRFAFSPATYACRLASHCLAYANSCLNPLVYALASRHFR
The depositor's hits bear a star; / = not tested or not shown; & = joins results of further samples; [ ] = remark or other dose.

canonical_smiles	NS3 helicase inh	MEKK2mut PB1 HTS	DNA FID counter	CRFR2-BP antag	CRFBP-R2 agonist	SUMO HTRF inh	MEKK2 WT-MEK5	MEKK3 PB1 HTS	GalR3 antag
CC(NC(=O)Nc1ccc(Cl)cc1)c1ccc2c(c1)OCO2 (centres undefined)	5	7	-2	0	-1.0	-7	109	104	-5
N/C(=N\N=C\c1ccco1)SC1CC(=O)N(c2ccccc2)C1=O (centres undefined)	4	-6	0	-3	-1.4	19	92	94	-7
Cc1ccc(Cn2nnc3c(=O)[nH]c(C4CCN(S(=O)(=O)c5ccc(S(=O)(=O)NC6CC6)cc5)CC4)nc32)cc1	-19	8	-39	12	2.0	1	93	103	-8
COc1ccc(OC)c(NC(=O)CN2CCc3ccccc3C2)c1	11	1	-25	13	-0.8	12	100	104	-7
COc1ccc(OC)c(C(=O)CSc2nccc(-c3ccc(Br)cc3)n2)c1	16	-4	-4	-4	-1.5	-1	96	100	-1
CNS(=O)(=O)c1ccc(NC(=O)C(CCSC)NC(N)=O)cc1 (centres undefined)	2	-4	-1	38	0.6	16	86	92	-1
Cc1ccc(CN2C(=O)CSC2c2ccc(F)cc2)cc1 (centres undefined)	4	1	-20	-5	-1.4	16	99	100	-12
CC(=O)c1c(N)[nH]c(-c2ccccc2)nc1=S	7	3	3	22	1.7	7	104	105	/
COc1cc(NC(=O)Cc2ccccc2)cc(OC)c1	1	-4	-6	9	-0.2	-2	99	95	-2
Cc1cc(Sc2nnc(/N=C/N(C)C)s2)c2ccccc2n1	1	-3	-18	-2	1.8	7	98	98	3
O=C1CC2(CCCC2)Oc2ccc(F)cc21	/	3	/	-1	-0.8	/	108	103	-5
CC(C)(CS(=O)(=O)[O-])NC(=O)CC[N+](C)(C)CCO	22	-35	3	10	-1.7	-81	95	65*[inhibitor]	3
CCC(C)NC(=O)c1ccccc1-c1ccccc1C(=O)NC(C)CC (centres undefined)	17	1	-13	-3	-0.3	6	101	97	-2
CCC(=O)Nc1cc(=O)[nH]c2nc(-c3ccc(Cl)cc3)nn12	8	-25	-8	14	-6.0	6	91	85	1
NC(=O)OCC(COC(N)=O)c1ccccc1	-2	3&1	0	9&2	-0.4&-0.9	19	101&108	89&103	-3
CCn1c(C)cc(/C=C2/SC(=S)NC2=O)c1C	28	4	-4	-4	0.1	-11	103	92	-3
CN(C)/C=C/C(=O)c1ncc(C(F)(F)F)cc1Cl	15	-2	-7	-7	-1.1	19	106	109	0
O=C(O)CC/C(=N\Nc1ccccc1[N+](=O)[O-])c1cccs1	15	7	-21	16	-2.1	-8	104	103	/
COc1ccc(NS(=O)(=O)c2cccc(NC(=O)CCC(=O)c3cccs3)c2)cc1	-2	0	-8	26	-4.0	-13	100	105	4
COc1cccc(-c2cc(C(=O)Nc3nc4ccccc4s3)c3ccccc3n2)c1	1	4	1	-52	4.2	16	109	108	-8
COc1cc(/C=C2/C(=N)N3OC(C)=CC3=NC2=O)ccc1OC(=O)c1ccco1	9	-11	-15	-33	-0.5	-1	93	100	-3
Cc1cc(C)c(OCC(=O)OC(C)C(=O)NC2CC2)c(C)c1 (centres undefined)	23	-7	-18	-1	0.7	6	96	100	1
COC(=O)Cc1ccc(NC(=S)NNC(=O)c2ccccc2Br)cc1	11	-4	-12	-8	-0.2	-6	97	97	-4
c1ccc(C2[C@H]3CN(CC4CCCCC4)[C@H](c4ccccc4)C34CC2(c2cccnc2)C4)cc1 (some centres undefined)	/	3	/	-12	0.6	-24	102	106	-5
N#Cc1c(-c2ccco2)cc(C2CC2)nc1SCC(=O)c1ccccc1	-3	1	1	-6	0.6	22	98	103	-10
Nc1ccc(S(=O)(=O)Nc2nccc(/C=C/c3ccc(Cl)cc3)n2)cc1	15	7	-3	-7	2.0	14	104	98	-9
CCc1cccc(C)c1NC(=S)NCc1cccn1C	-6	1	-3	-12	3.7	19	107	101	5
CC(C)Cc1nnc(NC(=O)C2CCCC2)s1	-6	3	-20	-24	-1.0	5	99	100	-4
COc1ccccc1CNC(=O)c1nn(-c2ccc(C)cc2)c(=O)c2c1c1ccccc1n2C	1	-3	-1	-6	4.4	5	91	93	-2
Nc1nc(-c2ccco2)nn1C(=O)CCc1ccccc1	22	-2	1	10	-1.5	-15	95	100	-1
CC1(C)OC(=O)C(=CNn2cnc3ccccc3c2=O)C(=O)O1	7	-4	-5	1	2.4	2	94	93	-1
O=C(CSc1nnc(-c2ccco2)n1Cc1ccccc1)c1ccc(F)cc1	39*	5	-35	15	-3.9	32	103	103	-6
CC(C)Nc1nc(NC(C)C)nc(OCCOC(=O)Nc2ccccc2)n1	1	2	-23	-9	0.1	8	103	101	-7
Oc1[nH]c2c(Cl)cc(Cl)cc2c1N=NC(=S)NCC1CCCO1 (centres undefined)	-19	14	0	-5	-0.2	-75	81	98	-7
Cc1ccc(C)n1NC(=O)c1ccc(Cl)cc1Cl	28	1	-11	-7	-2.1	8	98	100	-3
c1ccc(Cc2nnc3sc(C4COc5ccccc5O4)nn23)cc1 (centres undefined)	3	4	-19	1	-0.1	4	102	106	-6
CCN(CC(=O)NCc1ccc(F)cc1)CC(=O)Nc1ccc(S(=O)(=O)N2CCCC2)cc1	-6	-10	-24	1	-0.5	5	74	79	-4
O=C(Nc1ccc(N2CCOCC2)c(Cl)c1)c1cccc(-n2cnnc2)c1	-4	-3	-24	11	-0.4	8	92	96	1
C=CCNS(=O)(=O)c1ccc(OCC(=O)OC)cc1	0	-4	1	-12	-2.6	-3	96	94	-2
COc1ccccc1CNC(=O)[C@@H]1CCCN1S(=O)(=O)c1ccccc1F	4	-2	-10	11	-1.5	-9	101	101	-7
O=C(Nc1ccc(Br)cc1)c1cccc(N2C(=O)C3CCCCC3C2=O)c1 (centres undefined)	-13	7	-13	-1	0.3	0	107	105	0
CC(C)Sc1oc(-c2ccco2)nc1S(=O)(=O)c1ccccc1	11	1	-27	-4	1.1	-10	103	103	-6
CC(=O)N1CCC(C(=O)Nc2nc(-c3ccccc3)ns2)CC1	2	4	-10	13	11	12	99	105	-6
Cc1onc(C(=O)Nc2cccc(C(F)(F)F)c2)c1[N+](=O)[O-]	1	-1	6	2	-0.8	16	96	96	-7
CC(NC(=O)c1cc(COc2c(F)cccc2F)on1)c1cnn(-c2ccccc2)c1 (centres undefined)	0	-1	-17	10	0.9	-2	97	99	-5
CC[N+](CC)(CC)C/C=C/CN1CCCCC1	7	-2	10	-12	-1.6	13	102	100	-5
Cc1ccc(NC(=O)Cn2nnc(C(=O)NCc3cccs3)c2N)cc1F	4	-10	-6	-1	0.7	-12	88	90	2
CC(=O)N=c1n(C)c2ccccc2n1CCOc1ccccc1	7	1	-9	10	-0.2	-4	103	101	-4

3 entries out of the list, ordered by SMILES length, low to high.
canonical_smiles	NS3 helicase inh	MEKK2mut PB1 HTS	DNA FID counter	CRFR2-BP antag	CRFBP-R2 agonist	SUMO HTRF inh	MEKK2 WT-MEK5	MEKK3 PB1 HTS	GalR3 antag
CC(=O)N1CCC(C(=O)Nc2nc(-c3ccccc3)ns2)CC1	2	4	-10	13	11	12	99	105	-6
Cc1onc(C(=O)Nc2cccc(C(F)(F)F)c2)c1[N+](=O)[O-]	1	-1	6	2	-0.8	16	96	96	-7
O=C(Nc1ccc(Br)cc1)c1cccc(N2C(=O)C3CCCCC3C2=O)c1 (centres undefined)	-13	7	-13	-1	0.3	0	107	105	0

The listing continues.
canonical_smiles	NS3 helicase inh	MEKK2mut PB1 HTS	DNA FID counter	CRFR2-BP antag	CRFBP-R2 agonist	SUMO HTRF inh	MEKK2 WT-MEK5	MEKK3 PB1 HTS	GalR3 antag
COC(=O)c1ccc(/C=C(\C#N)c2nc3ccccc3s2)cc1	7	8	-1	5	2.7	16	99	103	-4
Cc1ccc(C)c(NC(=S)N2CCCCCC2)c1	3	-1	-10	1	-1.2	1	101	100	2
O=C(OCc1ccc(F)cc1)c1ccc2c(c1)-c1ccccc1C2=O	-1	11	1	-20	2.1	4	103	106	-1
CCn1ncc(Cl)c1C(=O)NC(C)c1ccccc1 (centres undefined)	-4	3	-6	9	-0.4	5	94	94	-8
CC(C)(C)C(=O)C1=C(O)C(=O)N(Cc2ccccc2)C1c1ccccc1F (centres undefined)	31	1	-30	1	1.9	-2	103	107	-3
O=C(CC1SC(=NCc2ccccc2)NC1=O)Nc1ccccc1 (centres undefined)	9	-4	-18	5	-2.7	2	96	96	-5
COc1cccc(/C=C2/SC(=S)N(CC(=O)NC3C=CS(=O)(=O)C3)C2=O)c1 (centres undefined)	2	3	-19	-4	0.2	16	102	100	6
COc1ccc2c3c([nH]c2c1)C1(NCC3)C(=O)Nc2ccccc21 (centres undefined)	7	-3	0	-3	0.2	20	98	92	4
Cc1ncc(CO)c2c1Oc1nc(-c3ccccc3F)nc(SCC(=O)N(C)c3ccccc3)c1C2	4	-9	-61	6	-1.6	14	97	98	/
CCOc1ccc(NC(=O)c2ccc(N3CC4CC(C3)c3cccc(=O)n3C4)c(NC(=O)CCN3CCOCC3)c2)cc1 (centres undefined)	-1	-1	-6	5	0.3	9	103	101	-2
O=C(NCc1ccccc1)c1ccc(CN2CCC(Cc3ccccc3)CC2)cc1	-55	6	17	-7	-1.4	8	108	93	-11
COc1ccccc1NC(=O)Cn1cnc2c(oc3nc4c(cc32)CCCC4)c1=O	2	-3	-2	4	0.1	2	101	101	-6
Cc1ccc(NC(=O)N2N=C(c3ccc(F)cc3)CC2c2ccc(F)cc2)cc1 (centres undefined)	9	6	-3	-8	2.0	-31	111	110	2
Cc1c(C(=O)NCc2cccnc2)oc2c1C(=O)CC(C)(C)C2	4	2	-3	0	3.0	-16	94	89	-4
CCOc1ccc(-c2nc(CSCC(=O)N3CCN(c4cccc(OC)c4)CC3)c(C)o2)cc1	-5	10	-15	21	-4.9	-14	108	106	/
CN(C)C(CNC(=O)c1ccc(S(=O)(=O)N(C)C)cc1)Cc1ccccc1 (centres undefined)	-7	1	11	-11	2.8	-14	100	101	-2
Cc1ccc(C(=O)CSc2ncnc3sc4c(c23)CCCC4)cc1	-11	-22	-1	-9	0.3	-31	-7.0*[inhibitor]	0.0*[inhibitor]	-7
CCc1ccc(S(=O)(=O)N2CCN(C(=O)c3cccnc3)CC2)cc1	6	3	-9	-4	-0.5	14	104	103	-4
O=C(Cn1cc(C(F)(F)F)cc(Cl)c1=O)Nc1cccc(Cl)c1	13	-7	1	-5	-1.0	-4	79	71	-4
C=CCNC(=S)N1CCC(C(=O)c2ccc(F)cc2)CC1	-3	13	-6	-4	0.5	6	115	111	-3
C=CCOC(=O)C1=C[C@@H](c2ccc3c(c2)OCO3)C[C@@H](OCCCCO)O1	/	0	/	4	0.7	/	97	98	-4
O=c1[nH]c(C2CCN(S(=O)(=O)c3ccccc3)CC2)nc2c1nnn2Cc1cccc(Cl)c1	8	-10	-35	0	-0.5	-9	96	96	-8
CCOC(=O)Cn1nnnc1C(CC)N(Cc1cc2ccc(C)cc2[nH]c1=O)C1CCCC1 (centres undefined)	17	1	-5	-7	0.5	21	94	92	-3
O=C(Nc1ccc2c(c1)C(=O)NC2=O)c1cc(Cl)ccc1Cl	-7	-2	-1	-8	-3.7	12	97	98	-2

Only part of the results is shown. The share of hits here may be higher or lower than overall.
